E-selectin induc: E-selectin induction in HUVECs, primary screen, imaging, HUVEC, immunofluorescence imaging, single point. P16581. normalized: neutral wells 0, TNF-alpha wells 100. activation, % at 7.58 µM. 0.37% of 260,000 active. AID 686992, 2013;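 active = mean E-selectin-positive cell signal at least 10% of the positive control, reached in at least 60% of replicates, without over 20% cell loss; inconclusive = no rule given, readout overlaps actives, possibly toxicity-flagged; inactive = the rest, including those meeting only one limit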;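 also: in these data hits start at about 27%; measured in HUVEC primary endothelial cells; signal is the percent of cells scored E-selectin positive by PE staining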
Target sequence (P16581 whole entry, looked up): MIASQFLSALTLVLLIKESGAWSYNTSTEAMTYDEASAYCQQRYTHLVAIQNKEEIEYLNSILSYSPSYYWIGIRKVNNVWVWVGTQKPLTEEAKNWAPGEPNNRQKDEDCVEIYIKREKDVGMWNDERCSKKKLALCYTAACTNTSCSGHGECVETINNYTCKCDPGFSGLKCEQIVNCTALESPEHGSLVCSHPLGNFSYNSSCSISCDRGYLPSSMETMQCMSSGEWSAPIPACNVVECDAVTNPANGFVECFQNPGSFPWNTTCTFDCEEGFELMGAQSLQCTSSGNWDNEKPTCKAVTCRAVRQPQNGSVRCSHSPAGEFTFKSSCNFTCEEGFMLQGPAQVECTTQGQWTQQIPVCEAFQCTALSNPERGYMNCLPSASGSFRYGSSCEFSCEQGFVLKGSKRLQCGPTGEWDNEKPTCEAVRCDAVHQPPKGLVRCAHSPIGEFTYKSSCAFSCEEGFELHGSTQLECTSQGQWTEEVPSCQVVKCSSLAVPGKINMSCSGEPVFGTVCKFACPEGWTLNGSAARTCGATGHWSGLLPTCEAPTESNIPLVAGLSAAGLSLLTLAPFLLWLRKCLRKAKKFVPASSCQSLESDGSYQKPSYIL
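Test system: HUVEC | Signal: Immunofluorescence imaging | Read-out: Percent E-selectin-positive cells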
FN deposit inh: inhibitors of fibronectin matrix deposition, primary screen, AH1F cells, Alexa488-fibronectin fluorescence, plate reader. 0.086% of 350,000 active. inhibition, % at 12.6 µM. AH1F fibroblasts, overnight;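 active = mean inhibition across replicates of 30% or more, regardless of how many single replicates reach that level; inconclusive = mean under 30% yet at least half of replicates reach 30%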;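 also: positive control wells lacked labelled fibronectin entirely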
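Material – AH1F fibroblast monolayer, labelled fibronectin deposition · Reagent – labelled fibronectin 24 nM · Timing – 1 h adhesion, overnight exposure · Measured by – fluorescence at 485 nm excitation, 525 nm emission · Read-out – inhibition of fibronectin deposition signal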
RAD54 inh: inhibitors of human RAD54 branch migration, primary screen, biochemical, fluorescence, single point. 0.14% of 360,000 active. AID 602329, 2012. RAD54 Holliday junction branch migration, FAM/BHQ fluorescence. inhibition, % at 10.4 µM;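 active = mean normalized replicate activity at least 40 and at least half of replicates scoring 40 or more; inconclusive = only one of the two criteria met; inactive = mean below 40 and under half of replicates reaching 40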;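 also: 0% = median of neutral control wells and 100% = median of positive control wells; inhibitors cause a drop in the FAM fluorescence signal; in these data hits start at about 50%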
S100A4 inh HTS: inhibitors of S100A4-myosin IIA peptide binding, primary screen, biochemical, fluorescence polarization, TAMRA-MyoIIA peptide. Protein S100-A4 (Homo sapiens), P26447. 0.14% of 360,000 active. inhibition, % at 10.7 µM;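 active = mean inhibition of at least 70% across replicates, with every replicate also reaching that level; inconclusive = mean inhibition reaches 70% but some replicates fall short; inactive = mean inhibition below 70%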
Target sequence (P26447 whole entry, looked up): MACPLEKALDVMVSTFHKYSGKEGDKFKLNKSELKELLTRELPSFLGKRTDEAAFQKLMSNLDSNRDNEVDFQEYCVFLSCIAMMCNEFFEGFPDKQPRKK
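Assay system: human S100A4 monomer with TAMRA-labelled myosin IIA peptide / Buffer or medium: Calcium-containing HEPES buffer, pH 7.2 / Reagent: TAMRA-labelled myosin IIA heavy-chain peptide probe, 5 nM / Compound: one dose per compound / Timing: polarization read 5 min after assay mix addition, stable 5–60 min / Benchmarks: neutral control DMSO, positive control TFP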
Xi reactivation: activators of inactive X chromosome reactivation, primary screen, imaging, XiGFP fibroblasts, GFP high-content imaging, set 2. XiGFP mouse fibroblasts, % GFP-positive cells imaging, 3 d; cells co-treated with 5-aza-dC sensitizer; scaled so ellipticine positive control = 100%. activation, % at 7.58 µM. 0.055% of 360,000 active. AID 743238, 2013;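 active = mean normalized replicate activation at least 10% and every replicate at or above 10%; inconclusive = only one of the two criteria met; inactive = mean below 10% and not all replicates reach 10%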;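 also: 0% = median of on-plate neutral control wells and 100% = ellipticine 6 µM median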
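material = 68-5-11 XiGFP fibroblast line | medium = DMEM plus 5-aza-dC sensitizer | schedule = 3 days compound exposure | benchmarks = positive control ellipticine, 6 µM final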
EWS-Fli inh: EWS/Fli-driven NR0B1 reporter inhibitors, primary screen, A673 cells, NR0B1 luciferase, luminescence, MLPCN library; 0.67% of 350,000 active; AID 651661, 2012; viability-normalised; inhibition, % at 12.6 µM;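 active = mean inhibition of at least 50% after viability correction, with every replicate also passing that limit; inconclusive = mean reaches 50% but only one of two replicates passes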;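 also: firefly luciferase signal divided by Alamar Blue viability fluorescence both relative to DMSO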
RAD52 inh: RAD52 DNA annealing inhibitors, primary screen, biochemical, FRET, single point, set 2; recombinant RAD52 DNA annealing, FRET fluorescence; inhibition, % at 18.7 µM; 0.46% of 360,000 active; AID 651710, 2012;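 active = every replicate showing at least 50% inhibition; inconclusive = mean inhibition at least 50% but not in every replicate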
esBAF inh: Bmi1 luciferase reporter increase in mESCs, primary screen, esBAF inhibitor project, mouse ES cells, Bmi1 luciferase knock-in, single point; 24 h; 100% = twice the neutral-well signal; reporter increase, % at 12.5 µM; 2% of 350,000 active; in the data active = activation above about 40%; inconclusive = no clear call, values can overlap the other calls;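 also: 0% = median of the plate's neutral control wells and 100% = double that signal; a rise in the Bmi1 reporter signal indicates esBAF inhibition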
An asterisk follows results filed as active; ? = inconclusive; . = not tested or not shown.

A first look, 2 compounds:
SMILES	E-selectin induc	FN deposit inh	RAD54 inh	S100A4 inh HTS	Xi reactivation	EWS-Fli inh	RAD52 inh	esBAF inh
Cc1nc(C(C)N(C)Cc2nc(-c3ccc4c(c3)OCO4)no2)c(C)s1 (stereo unspecified)	.	-7.9	.	2.8	?	-30.6	-5.2	27.8
CCCNC(=O)N1[C@H](C#N)[C@H](c2ccccc2-c2ccccc2F)[C@@H]1CO	0.1	-2.9	.	5.7	0.0	-3.7	-17.5	.

This part in full, from the start:
SMILES	E-selectin induc	FN deposit inh	RAD54 inh	S100A4 inh HTS	Xi reactivation	EWS-Fli inh	RAD52 inh	esBAF inh
Cc1nc(C(C)N(C)Cc2nc(-c3ccc4c(c3)OCO4)no2)c(C)s1 (stereo unspecified)	.	-7.9	.	2.8	?	-30.6	-5.2	27.8
CCCNC(=O)N1[C@H](C#N)[C@H](c2ccccc2-c2ccccc2F)[C@@H]1CO	0.1	-2.9	.	5.7	0.0	-3.7	-17.5	.
CCCOc1ccc(F)cc1-c1cc(C(=O)NCc2ccccc2)[nH]n1	0.0	0.1	4.4	1.3	-0.1	4.7	-15.9	-0.8
CC(C)C(NS(=O)(=O)c1cccc2nsnc12)C(=O)NC1CCCCC1 (stereo unspecified)	.	3.7	5.1	7.0	0.0	.	-1.4	-5.3
Cc1ccc(CN(C(=O)c2ccco2)C(C(=O)NC2CCCC2)c2cccnc2)cc1 (stereo unspecified)	9.3	-6.0	-4.4	2.1	0.1	10.8	-13.5	0.2
CC(C)NC(=O)Nc1ccc2c(c1)C(=O)N([C@@H](C)CO)C[C@H](C)[C@H](CN(C)Cc1ccc(C(=O)O)cc1)OCCCC[C@H](C)O2	-0.1	1.4	12.5	-2.6	0.0	-0.6	-6.4	-1.1
CCCCn1nnnc1C1(C)CCC(=O)N1Cc1cccs1 (stereo unspecified)	-0.2	-5.4	.	7.2	0.0	-12.9	-12.7	.
CSC1=NCCN1C(=O)c1ccco1	0.1	-24.5	-4.7	3.7	0.3	5.5	-10.8	-3.1
COc1ccc(NC(=O)N(C)C[C@H]2Oc3ncc(C#CCN(C)C)cc3C(=O)N([C@H](C)CO)C[C@H]2C)cc1	-0.2	-13.6	-2.0	9.5	-1.1	-17.9	-11.2	-5.0
Cc1ccn2c(C=O)c(-c3ccc(F)cc3)c(C=O)c2c1	.	-1.6	.	-32.6	0.2	-1.1	-25.9	.
C#CC(C)(CC)NC(=O)Cn1nnc(-c2cccc(C(F)(F)F)c2)n1 (stereo unspecified)	.	-7.2	-5.0	-0.6	0.0	8.0	-16.1	-12.8
CCC(=O)Nc1ccc2c(c1)OC[C@H](C)N(C(=O)Cc1ccccn1)C[C@@H](C)[C@@H](OC)CN(C)C2=O	-0.2	1.1	8.1	-44.8	0.1	4.5	-1.3	3.8
Cc1noc(/C=C/N(C)C)c1S(=O)(=O)N1CCCC(C(=O)Nc2ccc(F)cc2F)C1 (stereo unspecified)	10.0	-7.6	-1.6	-3.0	0.1	1.5	-280.2	-1.7
C[C@@H]1CN([C@H](C)CO)C(=O)c2cc(NS(C)(=O)=O)ccc2O[C@@H]1CN(C)CC1CCCCC1	-0.2	-0.9	7.8	8.5	-0.9	-9.9	8.4	-5.6
COc1ccccc1C(=O)c1c(C)c(CCC#N)n2ccccc12	-0.1	2.4	-0.2	-2.0	0.3	-2.1	-18.0	0.9
Cc1ccccc1NC(=O)Nc1ccccc1C(N)=O	.	7.9	.	-11.4	0.0	8.2	-9.8	.
COc1ccc(C#Cc2ccc3c(c2)O[C@H](CN(C)C)[C@H](C)CN([C@@H](C)CO)S3(=O)=O)cc1	0.4	1.9	-0.5	23.7	-0.7	0.2	15.2	-4.2
Cc1cccc(NC(=O)c2cc(S(=O)(=O)N3CCCC3)cn2C)c1	-0.3	3.1	10.9	-1.9	0.1	-4.1	-3.9	-3.3
CCCSc1nnc2nc3c(nn12)c1ccccc1n3C	0.7	-4.3	6.3	24.2	0.0	-1.8	-97.1	-5.1
C[C@H](CO)N1C[C@H](C)[C@H](CN(C)C(=O)Nc2cccc(Oc3ccccn3)c2)OCc2cn(nn2)CCCC1=O	-0.2	-9.2	.	.	-0.5	4.4	.	-2.5

The list goes on; it opens with the 6 that closed the last part.
SMILES	E-selectin induc	FN deposit inh	RAD54 inh	S100A4 inh HTS	Xi reactivation	EWS-Fli inh	RAD52 inh	esBAF inh
COc1ccccc1C(=O)c1c(C)c(CCC#N)n2ccccc12	-0.1	2.4	-0.2	-2.0	0.3	-2.1	-18.0	0.9
Cc1ccccc1NC(=O)Nc1ccccc1C(N)=O	.	7.9	.	-11.4	0.0	8.2	-9.8	.
COc1ccc(C#Cc2ccc3c(c2)O[C@H](CN(C)C)[C@H](C)CN([C@@H](C)CO)S3(=O)=O)cc1	0.4	1.9	-0.5	23.7	-0.7	0.2	15.2	-4.2
Cc1cccc(NC(=O)c2cc(S(=O)(=O)N3CCCC3)cn2C)c1	-0.3	3.1	10.9	-1.9	0.1	-4.1	-3.9	-3.3
CCCSc1nnc2nc3c(nn12)c1ccccc1n3C	0.7	-4.3	6.3	24.2	0.0	-1.8	-97.1	-5.1
C[C@H](CO)N1C[C@H](C)[C@H](CN(C)C(=O)Nc2cccc(Oc3ccccn3)c2)OCc2cn(nn2)CCCC1=O	-0.2	-9.2	.	.	-0.5	4.4	.	-2.5
CC(=O)N(C)C[C@@H]1Oc2ncc(C#Cc3ccccn3)cc2C(=O)N([C@H](C)CO)C[C@@H]1C	0.1	.	-4.4	12.8	-0.2	-15.1	-28.8	-3.6
O=C(CSc1ncnc2c1nnn2Cc1ccccc1)NC1CCCC1	-0.3	2.6	.	-0.3	0.1	3.1	-3.3	.
C[C@@H]1CN([C@@H](C)CO)C(=O)c2cc(NC(=O)Nc3ccc(F)cc3)ccc2O[C@@H](C)CCCCO[C@H]1CN(C)Cc1ccc(C(F)(F)F)cc1	.	-3.1	18.8	0.3	0.1	14.9	-15.7	-0.9
COC(=O)[C@H]1[C@H](CO)[C@H]2Cn3c(ccc(-c4cccc(OC)c4)c3=O)[C@H]2N1CC1CC1	0.0	.	-2.7	9.4	0.1	-4.5	-12.9	-2.7
CC1CCN(Cc2nnnn2CCCC(=O)NCCc2cnn(C)c2)CC1	.	-6.3	-4.1	-0.4	0.1	.	-11.3	-2.5
N#C/C(=C/c1ccc(Oc2ccc([N+](=O)[O-])cn2)cc1)C(=O)N1CCOCC1	-0.1	-1.0	3.8	-1.9	0.2	5.7	-29.9	.
Oc1ccc(Br)cc1/C=N/n1c(C2CCCCC2)n[nH]c1=S	0.0	2.0	-1.5	3.3	0.4	1.4	-31.7	-3.9
CCN1CCN(C(=O)c2ccc3c(c2)N(Cc2ccc(F)cc2)C(=O)c2ccccc2S3=O)CC1 (stereo unspecified)	0.3	8.2	-21.8	0.5	0.2	2.3	-6.4	2.5
COc1ccc(C(=O)O)cc1S(=O)(=O)N1CCN(Cc2ccc3c(c2)OCO3)CC1	0.8	.	2.6	1.1	0.3	-6.8	-51.0	-0.8
CCCC1=C(C(=O)OCC)C(c2ccco2)n2ncnc2N1 (stereo unspecified)	.	-7.7	.	-4.2	0.1	5.3	-7.1	.
CCOc1ccccc1CN1CCN(Cc2nc3ccccc3s2)CC1CCO (stereo unspecified)	.	11.0	1.8	-8.9	0.0	14.0	-2.8	3.5
CC(C)NC(=O)Nc1ccc2c(c1)C(=O)N([C@H](C)CO)C[C@@H](C)[C@H](CN(C)CC1CC1)OCCCC[C@H](C)O2	0.1	.	8.7	-2.5	-1.1	-12.5	7.1	1.7
O=C1NC(=O)/C(=C/c2ccc(O)cc2)S1	.	7.7	.	11.2	0.0	-8.9	-15.3	.
OC[C@H]1[C@@H](c2ccc(C#Cc3ccccc3F)cc2)[C@@H]2CN(CC3CCOCC3)CCCCN12	-0.1	-31.1	-12.5	-5.8	0.0	-10.7	27.5	0.9
NS(=O)(=O)c1cccc(NC(=O)CN2CCN(S(=O)(=O)c3ccc4c(c3)OCCO4)CC2)c1	-0.1	0.9	.	0.3	0.1	-12.5	-3.6	.
COc1ccc(-c2[nH]ncc2CN2CCC(OCc3ccccn3)CC2)c(F)c1	0.1	-4.2	-0.9	4.9	0.0	2.7	-6.1	0.9
COc1ccc(NC(=O)N(C)C[C@@H]2Oc3ccc(NC(=O)Cc4ccccc4)cc3C(=O)N([C@@H](C)CO)C[C@@H]2C)cc1	0.0	-4.7	0.2	-0.6	0.0	2.9	13.0	-1.8
CCCCOCCCNCc1cccn1CCN1CCOCC1	.	-5.4	1.4	3.9	0.0	3.2	-14.1	-5.2
O=c1cc(CSc2nnc(C3CC3)n2Cc2ccccc2)nc2sccn12	3.6	-5.5	.	-0.5	0.0	-10.5	-18.3	.
O=C(C[C@H]1C[C@@H]2c3cc(NC(=O)CC4CC4)ccc3O[C@@H]2[C@@H](CO)O1)NCc1cc(F)ccc1F	-0.1	-4.4	-3.4	-2.4	0.3	-0.2	-6.5	2.5
C[C@@H]1CN([C@H](C)CO)C(=O)c2cc(NS(=O)(=O)c3ccc(Cl)cc3)ccc2O[C@H]1CN(C)S(=O)(=O)c1cn(C)cn1	?	.	-0.5	-2.8	-0.1	-0.2	-7.5	-2.8
O=C(Nc1cccn2nc(COCCO)nc12)C(c1ccccc1)c1ccccc1	-0.2	8.0	-4.1	-10.4	0.1	-3.7	-8.5	-5.5
Cc1cc(C)c2c(C(C)(C)C)nn(-c3ccccc3)c2n1	.	-2.4	6.5	0.7	0.3	-1.3	-1.1	-2.7
COc1ccc(S(=O)(=O)N(C)C[C@@H]2Oc3ccc(NC(=O)C4CC4)cc3C(=O)N([C@H](C)CO)C[C@@H]2C)cc1	-0.3	.	1.2	8.8	7.8	0.3	17.1	-11.4
C[C@H]1CN([C@@H](C)CO)C(=O)c2cc(NC(=O)CCCN(C)C)ccc2O[C@@H]1CN(C)S(=O)(=O)c1ccc(F)cc1	8.8	.	4.9	-0.8	-1.0	-0.3	-9.2	-2.3

Screening results from PubChem.
